# TDP1 cell CPT = qHTS for Inhibitors of human tyrosyl-DNA phosphodiesterase 1 (TDP1): qHTS in cells in presence of CPT; AID 686979, 2013; Potency, µM (doses to about 46.2 µM), for the others: top-dose activity change, negative = growth inhibition, usual class: inhibitors; 420,000 tested, 12% active; chicken DT40 Tdp1-/-;hTDP1 cells + 20 nM CPT, ATP luminescence, 48 h; further: nearly all actives have a fitted effect of over 55% in size
#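 Chicken DT40 Tdp1-/- cells stably complemented with human TDP1 were seeded at 400 cells/well in medium containing 20 nM camptothecin, exposed to pin-transferred compounds, and grown at 37 °C for at least 48 hr. Viability was read as ATP luminescence.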
# KAT2A inh = qHTS Assay for Inhibitors of GCN5L2; Histone acetyltransferase KAT2A (Homo sapiens), Q92830; GCN5L2 HAT assay, ThioGlo1 CoA-SH fluorescence; Potency, µM (highest dose often 58.9 µM), inactives show top-dose activity change, negative = inhibition, hits mostly inhibitors; 390,000 tested, 0.21% active
#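 ThioGlo1-coupled HAT assay: 20nM GCN5L2, 70uM acetyl-CoA, 75uM H3(1-25) peptide, pH 7.5. Fluorescence read at 340/540nm at start and after 20 min at room temperature.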
# FEN1 inhibitor = qHTS Assay for the Inhibitors of Human Flap endonuclease 1 (FEN1); P39748; Recombinant FEN1 flap cleavage, fluorescence, 15 min; Potency, µM (top dose mostly 114 µM), for the others: at the highest dose activity change, negative = inhibition, most hits filed as inhibitors; 390,000 tested, 0.35% active; further: nearly all actives have a fitted effect of over 65% in size
# Target sequence (P39748 whole entry, looked up): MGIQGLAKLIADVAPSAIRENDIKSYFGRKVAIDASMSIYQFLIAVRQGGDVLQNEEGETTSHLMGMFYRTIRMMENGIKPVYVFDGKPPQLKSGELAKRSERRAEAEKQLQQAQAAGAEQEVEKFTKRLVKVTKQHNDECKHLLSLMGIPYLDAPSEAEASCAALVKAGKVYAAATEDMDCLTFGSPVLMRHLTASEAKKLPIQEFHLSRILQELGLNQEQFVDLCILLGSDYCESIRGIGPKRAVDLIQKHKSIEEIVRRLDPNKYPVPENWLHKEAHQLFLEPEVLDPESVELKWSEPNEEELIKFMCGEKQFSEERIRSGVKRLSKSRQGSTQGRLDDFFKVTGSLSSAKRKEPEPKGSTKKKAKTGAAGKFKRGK
#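 FEN1 at 10 nM, compound pretreatment for 15 min (room temperature), 50 nM final substrate to initiate; endpoint reads at 0 and 15 min; DMSO-only plates used as vehicle background.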
# Starred values were filed as active, the others as inactive; ? = inconclusive; · = not tested or not shown; & = joins results of further samples; [ ] = another dose, or the depositor's remark. The call rests on the fitted dose curve; in most records, active means well fitted curve in the direction sought with a large enough effect; inconclusive means small, poorly fitted or top-dose-only effect, or another doubt; inactive means no such curve, though single readings can be large; an effect the other way counts as inactive or inconclusive. On the % scale 0 is the no-effect control and ±100 the full control effect; potency means the concentration at half of the fitted maximal effect. Only part of the results is shown (hit frequency here may not be typical).
mol | TDP1 cell CPT | KAT2A inh | FEN1 inhibitor
C/C(=C/CCC(C)(O)C1CC[C@@]2(C)[C@@H]3CC=C4[C@@H](CC[C@H](O[C@H]5O[C@@H](CO)[C@H](O)[C@@H](O)[C@@H]5O)C4(C)C)[C@]3(C)C(=O)C[C@]12C)CO[C@@H]1O[C@H](CO)[C@@H](O)[C@H](O)[C@H]1O (stereo partly specified) | 7% | 2% | -8%
CN1C(=O)c2ccccc2C(C(=O)NCCCN2CCCC2)C1c1c[nH]c2ccccc12 (stereo unspecified) | -16% | -2% | 40%
COCCCn1c(SCC(=O)Nc2ccc(F)cc2)nc2c(sc3ccccc32)c1=O | 15µM* | 2% | -1%
CCC(=O)Nc1cc(-c2nnc(OC)c3ccccc23)ccc1N1CCOCC1 | -27% | -13% | 11%
O=C(CCCn1c(=S)[nH]c2cc3c(cc2c1=O)OCO3)NC1CC1 | 0% | -27% | -18%
CCOC(=O)c1ccc(NC(=O)CSc2nnc(-c3ccncc3)n2-c2ccccc2)cc1 | -6% | 0% | -3%
COC(=O)c1cc(COC(=O)c2ccc(OC)c(S(=O)(=O)N3CCCC3)c2)oc1C | ? | -3% | -4%
O=C(NC(NC(=S)Nc1cccc(Cl)c1)C(Cl)(Cl)Cl)OCc1ccccc1 (stereo unspecified) | ? | -2% | 7%
CCN(CC)CCCN1C(=O)c2oc3ccccc3c(=O)c2C1c1cccnc1 (stereo unspecified) | -10% | -2% | 0%
N#Cc1ccccc1COC(=O)c1ccc2c(c1)OCO2 | 0% | -5% | 13%

# Grouped by structure, those above with sulfur.
mol | TDP1 cell CPT | KAT2A inh | FEN1 inhibitor
COCCCn1c(SCC(=O)Nc2ccc(F)cc2)nc2c(sc3ccccc32)c1=O | 15µM* | 2% | -1%
O=C(CCCn1c(=S)[nH]c2cc3c(cc2c1=O)OCO3)NC1CC1 | 0% | -27% | -18%
CCOC(=O)c1ccc(NC(=O)CSc2nnc(-c3ccncc3)n2-c2ccccc2)cc1 | -6% | 0% | -3%
COC(=O)c1cc(COC(=O)c2ccc(OC)c(S(=O)(=O)N3CCCC3)c2)oc1C | ? | -3% | -4%
O=C(NC(NC(=S)Nc1cccc(Cl)c1)C(Cl)(Cl)Cl)OCc1ccccc1 (stereo unspecified) | ? | -2% | 7%

# Reformatted with two lines to a compound: 2 of the compounds above
# Fields: TDP1 cell CPT | KAT2A inh | FEN1 inhibitor
- C/C(=C/CCC(C)(O)C1CC[C@@]2(C)[C@@H]3CC=C4[C@@H](CC[C@H](O[C@H]5O[C@@H](CO)[C@H](O)[C@@H](O)[C@@H]5O)C4(C)C)[C@]3(C)C(=O)C[C@]12C)CO[C@@H]1O[C@H](CO)[C@@H](O)[C@H](O)[C@H]1O (stereo partly specified)
    7% | 2% | -8%
- O=C(NC(NC(=S)Nc1cccc(Cl)c1)C(Cl)(Cl)Cl)OCc1ccccc1 (stereo unspecified)
    ? | -2% | 7%

# The list continues:
mol | TDP1 cell CPT | KAT2A inh | FEN1 inhibitor
COc1ccccc1NC(=O)CCc1nnc2ccc(N3CCN(C)CC3)nn12 | -13% | -8% | 3%
COC(=O)c1ccccc1NC(=O)CN(C)S(=O)(=O)c1cc(C)ccc1OC | -23% | -2% | -5%
CCCCc1ccc(-n2c(Cc3cccs3)n[nH]c2=S)cc1 | ? | 20% | -9%
Oc1cccc(C2c3[nH]c4ccccc4c3CCN2Cc2ccoc2)c1 (stereo unspecified) | -26% | -4% | -21%
C=CCOc1c(CNc2ncn[nH]2)cccc1OC | 4% | 1% | -9%
CCOC(=O)c1c(NC(=O)c2cc(C(C)C)on2)sc(C)c1C | -13% | 2% | 1%
CCCCOC(=O)c1ccc(NC2=NS(=O)(=O)c3ccccc32)cc1 | ? | -6% | 4%
O=S(=O)(NCCN1CCOCC1)c1cccs1 | 3% | -12% | 13%
O=C1CCN(Cc2ccc(O)cc2)CCN1CCO | -7%&-13% | -16% | 4%
Cc1ccc(C(C)(C)C)c(OCCCCN2CCCC2)c1 | ? | -1% | -3%
CCOC(=O)Cc1csc(SCC(=O)c2c(N)n(CC(C)C)c(=O)n(C)c2=O)n1 | 9.2µM* | -1% | 1%
CC1=C(C(=O)Nc2cccc(C(=O)NCc3ccccc3C)c2)SCCO1 | -15% | -20% | 3%
COC(=O)Cc1ccc(NC(=S)N2CCN(c3ccccn3)CC2)cc1 | -11% | 1% | -3%
CCCn1c(SCC(=O)NC2CCC(C)CC2)n[nH]c1=O (stereo unspecified) | -14% | -6% | -1%
Cc1ccc(S(=O)(=O)N2[C@@H](c3ccc(C(C)(C)C)cc3)C(C(=O)O)=CC[C@H]2c2ccc3c(c2)OCO3)cc1 | ? | ? | -17%
COc1ccc(C2Nc3ccccc3C(=O)N2NC(C)=O)c(OC)c1 (stereo unspecified) | -10% | -8% | 7%
CCc1ccccc1N(C(=O)c1snc(C(N)=O)c1N)C(C(=O)NCC1CCCO1)c1ccc(OC)c(OC)c1 (stereo unspecified) | 16µM* | -10% | 1%
COc1ccccc1-c1c(C)nn2c(N3CCN(c4ccc(Cl)cc4)CC3)cc(C)nc12 | -6% | -9% | 0%
CS(=O)(=O)N(CC(=O)Nc1ccc2c(c1)OCO2)c1ccccc1 | 1% | 0% | -14%
CC1(C)S[C@@H]2[C@H](NC(=O)Cc3ccccc3)C(=O)N2[C@H]1C(=O)O | 0%&8%&5% | -5% | -11%&3%
Cc1cccc(N2CCN(C(=O)COc3ccc4c(c3)CCC4)CC2C)c1 (stereo unspecified) | ? | -9% | -25%
COc1ccc(OC)c(CCNC(=O)c2cccc(NC(=O)C3=C(C)OCCS3)c2)c1 | ? | -29% | -13%
Cc1cc(C)nc(NC2=NCCN2C(=S)Nc2ccc(C)c(C)c2)n1 | 2% | -5% | -13%
CN(C)S(=O)(=O)c1ccc(Cl)c(C(=O)Nc2cccc3ncccc23)c1 | ? | -1% | 10%
COc1ccc(-c2cc(C(F)(F)F)n3nc(C(=O)Nc4c(C)n(C)n(-c5ccccc5)c4=O)c(Cl)c3n2)cc1 | ? | -5% | -1%
O=C(COc1ccc(C(=S)N2CCCC2)cc1)Nc1ccc(F)cc1 | ? | -2% | -2%
CO/N=C\CC(=O)Nc1ccc(Cl)c(Cl)c1 | ? | -2% | 14%
CCn1ncc(C2=NOC(C(=O)Nc3cccc(C(C)=O)c3)C2)c1C (stereo unspecified) | ? | -2% | -9%
Fc1cccc(Cl)c1Cn1nnc2c(NCc3ccccn3)ncnc21 | ? | -4% | -1%
COc1ccccc1NS(=O)(=O)c1ccc(C)c(C(=O)NNC(=O)c2csc(N3CCOCC3)n2)c1 | 0% | -3% | -13%
Cc1cc(C)nc(NS(=O)(=O)c2ccc(NC(=O)CN3C(=O)S/C(=C\c4ccccc4)C3=O)cc2)n1 | 5% | -4% | -1%
COc1ccc(CNC(=O)CSc2n[nH]c(N)n2)cc1OC | -5% | -5% | 4%
Cc1ccccc1CCNC(=O)C1CCN(c2nc3ccccc3nc2C(F)(F)F)CC1 | ? | -2% | -6%
COc1ccc(CSc2nc3ccccc3[nH]2)cc1 | ? | ? | -11%
C=CCn1c(C)c(C(C)=O)cc(NC(=O)c2ccccc2)c1=O | 1% | 1% | 10%
CC(CCc1ccccc1)NC(=O)C(=O)Nc1ccccc1 (stereo unspecified) | -2% | -5% | -5%
COc1ccc(-c2nc3ccc(C(=O)NCc4ccccc4)cc3nc2-c2ccc(OC)cc2)cc1 | ? | -17% | -16%
Cc1cc(/C=N/NC(N)=S)c(C)n1-c1ccc(Cl)cc1 | 12µM* | -3% | 12%
O=C(NNS(=O)(=O)c1ccc(Cl)cc1)c1cccs1 | 0% | 0% | 20%
COc1ccc2c(c1)[nH]c1c(=O)n(CCCn3ccnc3)cnc12 | 1% | 4% | 3%
COC(=O)c1cc(OC)c(=O)c2c(OC)c(OC)ccc2c1 | -2% | -7% | ·
O=C(OCc1c(-c2ccccc2)ncc2ccccc12)c1ccc(F)cc1 | ? | -3% | 2%
COc1ccc(NC(=O)c2cccc(S(=O)(=O)N(C)c3ccccc3)c2)cn1 | 16µM* | -2% | -19%
Cc1cc(NC(=O)CSc2nc3cc(C(=O)NCCCOC(C)C)ccc3c(=O)n2Cc2ccco2)no1 | 18µM* | -5% | 19%
CCN1C(=O)c2cccc3c(Cl)ccc1c23 | -27% | 0% | 1%
COc1ccc(Cl)cc1NC(=O)CN(C)C(=O)CCCNC(=O)c1ccc(Cl)cc1 | ? | 2% | -2%
COc1ccc(S(=O)(=O)N2CCN(C/C=C/c3ccccc3)CC2)cc1NC(C)=O | -25% | -3% | -18%
O=C(C1=C[C@H](C2CCCCC2)C[C@H](OCCCCO)O1)N1CCOCC1 | -2% | -6% | -7%
Nc1ccccc1S(=O)(=O)NCCCCc1ccccc1 | -24% | 32%[activator] | -22%
CCOC(=O)CCNC(=O)Nc1ccc2nc(C)n(Cc3cccc(Cl)c3)c(=O)c2c1 | ? | -8% | 4%

# Continued:
mol | TDP1 cell CPT | KAT2A inh | FEN1 inhibitor
CCc1nnc(NC(=O)c2cccs2)s1 | -14% | -3% | 22%
O=C(O)CCN1C(=O)/C(=C\c2ccc(OCc3ccccc3)c(OCc3ccccc3)c2)SC1=S | ? | ? | 3%
CCOC(=O)n1c(=O)n(Cc2ccc(OC)cc2)c2ccccc21 | ? | 1% | -10%
NS(=O)(=O)c1ccc(NC(=O)c2ccc(OCC3CCCO3)cc2)cc1 (stereo unspecified) | -8% | -10% | 1%
Cc1ccc(N2C(=O)c3oc4ccccc4c(=O)c3C2c2cccc(O)c2)nc1 (stereo unspecified) | 21µM* | · | ?
CCOC(=O)c1c(C)oc2c1C(=O)c1ccccc1C2=O | 4.6µM* | 1% | -13%
COc1ccc2cc(-c3csc(-c4cccnc4)n3)ccc2c1 | -3% | -5% | -1%
Cc1cccc(NS(=O)(=O)c2ccc(C(=O)N3CCCC3)cc2)c1C | -17% | -5% | 2%
Cc1c(Cl)cnc(NC(=O)COC(=O)c2cccc(S(=O)(=O)N3c4ccccc4CC3C)c2)c1Cl (stereo unspecified) | ? | -9% | -11%
Cc1cc(C)cc(N(CC(=O)NCc2ccco2)C(=O)c2snc(C(N)=O)c2N)c1 | -19% | -4% | 1%

# Next entries follow.
molecule	TDP1 cell CPT	KAT2A inh	FEN1 inhibitor
COc1ccc(Nc2nc(N3CCCC3)nc(N3CCCC3)n2)c(OC)c1	?	-7%	-14%
Cc1noc(/C=C/NCc2cccnc2)c1S(=O)(=O)N(C)CC(=O)N1CCc2ccccc21	-4%	-9%	-11%
Cc1ccc(-c2cc(C(=O)NCC3CCCO3)no2)cc1 (stereo unspecified)	?	-12%	-3%
CC(Sc1nnc(-c2ccncc2)n1C)C(=O)NCC1CCCO1 (stereo unspecified)	2%	2%	2%
COc1ccccc1NC(=O)C1CCCN1C(=O)Nc1ccc(F)cc1 (stereo unspecified)	-24%	-1%	-12%
C=CCn1c(SCC(=O)Nc2cccc(C(=O)OC)c2)nnc1C(C)NC(=O)c1cccs1 (stereo unspecified)	-1%	0%	-10%
Cc1cc(C)c(NC(=O)CSc2nc(=O)n(Cc3cccnc3)c3c2CCC3)c(C)c1	-3%	-7%	18%
CC1Cc2ccccc2N1S(=O)(=O)c1cnc[nH]1 (stereo unspecified)	1%	-1%	-5%
O=C(/C=C/c1cccs1)c1ccc([N+](=O)[O-])cc1	-29%	16%	5%
NC(=S)NN=C1C=CCCC1	2.9µM*	·	-5%
CCOc1ccc(-n2nc3ccc(NC(=O)c4ccc5c(c4)OCCO5)cc3n2)cc1	3.3µM*	-1%	3%
CN(C)CCN(C(=O)c1ccc(S(=O)(=O)N(C)CC2CCCO2)cc1)c1nc2cc3c(cc2s1)OCO3 (stereo unspecified)	2%	?	12%
CN(C)S(=O)(=O)c1ccc(Cl)c(NC(=O)CN2CCc3ccccc3C2)c1	18µM*	-12%	4%
Cc1cc(C)nc(Nc2n[nH]c(COc3ccccc3)n2)n1	?	-1%	-3%
O=C(c1ccc(COCC(F)(F)F)o1)N1CCCCCC1	0%	22%	-12%
O=C(Cc1ccccc1)N/N=C/c1ccccc1OCc1ccc(Cl)cc1	?	-20%	-18%
COc1ccc(S(=O)(=O)N2c3cc(C)ccc3OCC2C(C)(C)C)cc1 (stereo unspecified)	16µM*	-14%	-20%
CCOC(=O)c1nc(C)nc(Sc2n[nH]c(-c3ccc(C(C)(C)C)cc3)n2)c1C	?	-1%	-27%
O=C(COc1ccccc1)N1CCc2ccccc21	-2%	-4%	22%
O=C1c2ccccc2C(=O)N1c1ncc(Cc2ccc(Cl)cc2)s1	18µM*	-6%	-3%
CCOC(=O)N1CCN(C(=O)c2ccc(Cl)c(NC(=O)c3cccs3)c2)CC1	-19%	-1%	21%
CCOc1ccc2c(C)c(C(=O)O)oc2c1OCC	-2%	-16%	0%
CCCCCOP(=O)(c1ccccc1)c1ccccc1	?	-2%	-7%
COc1cccc(CNC(=O)CCc2c(C)c3cc4c(C)coc4c(C)c3oc2=O)c1	?	-17%	-17%

# Screens: PubChem, National Center for Advancing Translational Sciences (NCATS)
